# Source: PubChem BioAssay
# Y pestis TopoI = Y. pestis Topo-I inhibition via cleavage products; Y. pestis Topo-I cleavage product accumulation, plate reader; activity, % at 10 µM; 360,000 compounds, 0.064% hits; AID 504884; in the data active = activity above about 50%, passing the limit was not always enough; also: inactives centre near 2
# Rv3671c protease = inhibits the M. tuberculosis serine protease Rv3671c | inhibition, % at 5.96 µM | AID 2606 | P9WHR9 | 320,000 compounds, 0.048% hits; in the data active = inhibition above about 38%;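 also: extracellular domain of Rv3671c used as enzyme; 0% = enzyme with DMSO and 100% = no enzyme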
# Target sequence (P9WHR9 whole entry, looked up, the tested form may be a part): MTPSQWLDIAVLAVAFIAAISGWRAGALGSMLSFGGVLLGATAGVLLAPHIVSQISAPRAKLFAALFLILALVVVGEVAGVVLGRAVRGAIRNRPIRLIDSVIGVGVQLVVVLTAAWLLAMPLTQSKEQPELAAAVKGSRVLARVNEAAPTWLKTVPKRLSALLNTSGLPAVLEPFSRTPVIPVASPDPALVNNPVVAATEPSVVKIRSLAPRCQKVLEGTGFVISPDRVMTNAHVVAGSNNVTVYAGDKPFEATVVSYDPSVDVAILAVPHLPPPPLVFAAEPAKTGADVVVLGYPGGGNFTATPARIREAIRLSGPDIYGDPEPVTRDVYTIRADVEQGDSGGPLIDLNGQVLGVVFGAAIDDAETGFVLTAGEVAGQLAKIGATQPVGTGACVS
# DUSP3 inh = blocks human VHR1 dual specificity phosphatase; P51452; inhibition, % at 13.3 µM; 290,000 compounds, 0.52% hits; recombinant VHR phosphatase, pNPP absorbance; AID 1654; in the data active = inhibition above about 50%; also: some compounds called inactive have numbers as strong as hits
# Target sequence (P51452 whole entry, looked up): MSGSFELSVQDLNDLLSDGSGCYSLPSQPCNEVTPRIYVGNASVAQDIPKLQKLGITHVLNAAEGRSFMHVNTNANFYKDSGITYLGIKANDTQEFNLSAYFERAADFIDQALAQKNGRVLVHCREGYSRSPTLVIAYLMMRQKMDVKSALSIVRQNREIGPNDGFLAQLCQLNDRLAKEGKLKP
# SARS 3CLpro inh = SARS-CoV 3CLpro protease inhibition; P0C6X7; recombinant SARS-CoV 3CLpro, quenched FRET peptide cleavage; inhibition, % at 6 µM; 290,000 compounds, 0.14% hits; in the data active = inhibition above about 12%
# PriA SSB inh = inhibitors of Klebsiella pneumoniae PriA binding to SSB C-terminal tail | AlphaScreen SSBct-PriA binding, biotinylated peptide | inhibition, % at 33 µM | 430,000 compounds, 0.6% hits | AID 1272365; in the data active = inhibition mostly above about 37%, no sharp cut-off; inactive = mostly below about 20%;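 also: plate controls were negative control peptide for no effect and reference peptide for full effect; strong numbers were not always called active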
# BH1578 lux ind = quorum light induction in luxS cqsA deficient V. cholerae; V. cholerae BH1578 lux reporter, luminescence, 6 h; activation, % at 18.7 µM; 350,000 compounds, 0.16% hits; AID 588436; in the data active = activation mostly above about 9.7%, no sharp cut-off; also: not every result past the cut was called active; inactives centre near 0; reference of the scale not given here
# TcdB GH inh = TcdB glycohydrolase inhibition; TcdB glycohydrolase enzymatic assay, plate reader; P18177; inhibition, % at 9.99 µM; 350,000 compounds, 0.24% hits; in the data active = inhibition above about 10%
# CCHFV vOTU inh = blocks the CCHF virus ovarian tumor domain protease; CCHFV vOTU protease, Pep-AMC fluorescence; inhibition, % at 11.5 µM; 370,000 compounds, 0.55% hits; in the data active = inhibition above about 30%; also: 0% = vehicle wells with enzyme and 100% = no enzyme wells
# PrPC surface inh = inhibitors of human cell surface prion protein PrPC; TR-FRET read-out; inhibition, % at 13.8 µM; 370,000 compounds, 0.43% hits; AID 720596; in the data active = inhibition above about 24%; also: 0% = median of the test wells and 100% = reference compound wells
# MazEF act = activators of E. coli MazEF toxin-antitoxin RNase; AID 504720; 350,000 compounds, 0.32% hits; FAM/BHQ RNA-DNA oligo cleavage fluorescence, 5 h; activation, % at 20 µM; in the data active = activation above about 50%
# Target sequence (P0AE70 whole entry, looked up): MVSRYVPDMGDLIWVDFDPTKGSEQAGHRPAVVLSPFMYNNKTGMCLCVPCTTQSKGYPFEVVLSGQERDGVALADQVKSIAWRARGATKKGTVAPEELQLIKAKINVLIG
# Numbers without * were called inactive; i = inactive; / = no result given.
SMILES,Y pestis TopoI,Rv3671c protease,DUSP3 inh,SARS 3CLpro inh,PriA SSB inh,BH1578 lux ind,TcdB GH inh,CCHFV vOTU inh,PrPC surface inh,MazEF act
Cc1ccc(-c2nc(SCC(=O)NCC3CCCO3)c(-c3ccc(Cl)cc3)[nH]2)cc1 (stereo not given),2,-3,-11,2,4,-0.5,4.0,-9,7,-6
COc1ccc(C(=O)CSc2nnc(C3CCCCC3)n2N)c(OC)c1,7,9,13,0,3,i,/,12,5,4
Cn1c(=O)c2c(nc(SCC(=O)NCc3ccc4c(c3)OCO4)n2Cc2ccccc2)n(C)c1=O,-1,-2,6,2,-3,0.2,/,8,10,-1
COc1ccccc1S(=O)(=O)Nc1ccc2cn[nH]c2c1,-5,-3,-4,1,1,-0.6,1.4,7,5,8
O=C(CN1CCN(S(=O)(=O)c2ccc(F)cc2)CC1)Nc1ccc(Cl)c(C(F)(F)F)c1,18,-23,39,7,-13,-0.4,/,25,10,15
CNC(=O)c1c[nH]n2c(=O)c(Cc3ccccc3F)c(C)nc12,-2,-12,25,-2,-21,-0.2,0.4,3,-2,3
Cc1ccc(S(=O)(=O)N(C)CC(=O)Nc2cc(C)ccn2)cc1,18,4,/,/,-11,-0.5,-2.3,-5,1,6
CN1CCN(c2ccc(NC(=S)NC(=O)c3cccc4ccccc34)cc2)CC1,5,-1,5,2,30,-0.2,0.2,4,0,13
CCOC(=O)c1c(C)[nH]c(C)c1C(=O)COC(=O)c1nc2nccc(C)n2n1,-2,2,26,-1,9,i,1.4,-10,-6,3
COCC(=O)Nc1ccc(S(=O)(=O)NCCc2ccccc2)cc1,3,1,10,-1,-8,i,/,-14,6,7
COC(=O)CSc1cccc2c1C(=O)CC2c1ccccc1 (stereo not given),9,1,49,0,-13,i,-0.5,9,-5,5
O=C(CCn1cccc1)Nc1nccs1,-3,-2,17,-2,-13,-0.1,/,1,-8,2
Cc1cc(C)n2nc(SCCCC(=O)c3ccc(F)cc3)nc2n1,1,14,30,-2,3,0.3,-2.0,-6,11,6
OC1NC(=S)N(c2ccccc2)C1O (stereo not given),-5,2,5,2,3,-1.3,9.9,-6,-5,8
Cc1ccc(-n2c(SCC(=O)NCC3CCCO3)nnc2-c2ccoc2C)cc1 (stereo not given),11,11,-5,-2,3,i,/,-3,-6,-2
CCCCN(C(=O)c1nn(C)c(=O)c2ccccc12)c1c(N)n(CC(C)C)c(=O)[nH]c1=O,-4,-5,/,/,-3,i,-0.9,13,1,3
O=C(c1ccccc1Cl)N1CCNCC1,-1,2,16,-8,-18,-0.4,/,-3,5,1
Cc1ccc(F)cc1NC(=O)CSc1ncccn1,3,-8,30,6,-8,-0.3,-1.0,-7,-20,2
C#C[C@]1(O)CC[C@H]2[C@@H]3CCC4=CC(=O)CC[C@@H]4[C@H]3CC[C@@]21C,0,-5,/,/,4,0.4,5.3,7,1,9
CCCn1cc(S(=O)(=O)c2ccc(OC)cc2)c(=O)c2cc(OCC)ccc21,20,0,-20,-2,3,-0.2,0.9,-5,2,6
Cc1cc(C)c(C(=O)NNC(=O)c2cccnc2)c(C)c1,-3,-3,56*,-8,-3,i,-1.6,0,-2,6
O=C(NCCc1ccccc1)NC1CCCCC1,4,0,10,-3,-4,-2.9,/,4,5,1
Cc1cc(C)cc(NC(=O)CSc2nc(N)c(NC(=O)c3cccs3)c(=O)[nH]2)c1,2,0,-11,-5,-6,-0.3,-0.1,6,-10,2
COc1cccc(NC(=O)COC(=O)/C=C/c2c(C)nn(-c3ccccc3)c2C)c1,14,-18,/,/,0,i,1.1,11,0,-7
Nc1nonc1-c1nc2ccccc2n1CC(=O)N/N=C/c1ccc(-c2ccccc2C(=O)O)o1,6,-10,19,0,/,-0.2,-1.9,10,-12,20
CC(C)=CCn1c2ccc(NC(=O)Nc3ccc(N(C)C)cc3)cc2c(=O)n1C,24,/,/,/,/,-0.3,-8.2,-12,-1,/
CCN(CC)C(=O)COc1cc(C)cc2oc(=O)cc(-c3ccccc3)c12,9,-6,3,-2,-9,13,/,11,1,2
O=C(CN(Cc1ccccc1)S(=O)(=O)c1ccc(S(=O)(=O)N2CCOCC2)cc1)Nc1ccccc1,1,0,4,-3,-3,-1.6,0.9,10,-3,3
CCOC(=O)c1cccc(NC(=O)CCc2nnc3ccc(N4CCOCC4)nn23)c1,5,-10,10,-3,5,-0.3,-2.2,14,4,0
Cc1csc(=O)n1CC(=O)OCc1nnc(-c2ccccc2)o1,-1,8,/,/,-5,0.5,0.4,-4,-8,-3

# Quoted at random: two compounds from above.
SMILES,Y pestis TopoI,Rv3671c protease,DUSP3 inh,SARS 3CLpro inh,PriA SSB inh,BH1578 lux ind,TcdB GH inh,CCHFV vOTU inh,PrPC surface inh,MazEF act
CCOC(=O)c1cccc(NC(=O)CCc2nnc3ccc(N4CCOCC4)nn23)c1,5,-10,10,-3,5,-0.3,-2.2,14,4,0
Cc1ccc(-n2c(SCC(=O)NCC3CCCO3)nnc2-c2ccoc2C)cc1 (stereo not given),11,11,-5,-2,3,i,/,-3,-6,-2

# (list continues)
SMILES,Y pestis TopoI,Rv3671c protease,DUSP3 inh,SARS 3CLpro inh,PriA SSB inh,BH1578 lux ind,TcdB GH inh,CCHFV vOTU inh,PrPC surface inh,MazEF act
CCOc1ccc(S(=O)(=O)Nc2ccc(S(=O)(=O)N3CCCCC3)cc2)cc1,8,-3,22,7,1,i,0.7,-3,-1,-6
C=CCC1(CC=C)CCCN1C(=O)C1CCC(=O)N(CCc2ccccc2)C1 (stereo not given),-1,7,-11,-5,1,-0.2,2.7,3,6,1
O=C(NCC1COc2ccccc2O1)c1cccc(S(=O)(=O)N2CCN(c3ccccc3)CC2)c1 (stereo not given),-1,/,/,/,9,i,-0.8,3,8,-9
Cc1ccccc1NC(=O)Cc1c(O)c2ccccc2[nH]c1=O,10,2,37,-3,-5,1.4,0.0,-10,-5,-17
Cc1cc2cc(CN(Cc3ccco3)C(=O)C3CCCCC3)c(=O)[nH]c2cc1C,-2,4,7,-1,-8,/,/,-1,-4,2
COCCn1c(SCC(=O)/C=C2\N(C)c3ccccc3C2(C)C)nnc1-c1ccncc1,6,-16,10,2,-5,i,1.4,25,19,-8
CCc1nnc(NC(=O)CSc2nnc(-c3ccco3)n2CCOC)s1,-11,-2,14,-2,-13,i,-0.3,-6,-2,1
COc1ccc(Oc2cccc(Cl)c2CNC(=O)CSCC(=O)O)cc1,4,-3,23,1,-14,0.7,1.5,0,5,11
O=C(COC(=O)Cc1ccc(Cl)c(Cl)c1)NCCc1ccccc1,32,/,/,/,/,i,0.4,5,2,-2
COc1ccc(S(=O)(=O)Nc2ccc3c(c2)n(C)c(=O)n3C)cc1F,6,-5,24,7,3,-3.6,0.3,-8,11,1
COc1ccc(-n2cnnc2SCCC#N)cc1,18,-6,-29,5,-17,i,/,-12,-2,2
CC1CCN(CCc2nc3cc(NC(=O)C(C)C)ccc3n2C)CC1,4,5,71,0,0,-1.2,1.5,3,-6,-2
CC(C)[C@H](NC(=O)[C@@H]1CSC2c3ccccc3C(=O)N21)C(=O)NCC1CCCO1 (stereo not given in full),8,-9,30,-7,-2,i,2.5,0,6,7
COC(=O)c1sccc1NC(=O)c1c(Cl)cccc1Cl,-8,6,6,0,-31,-0.3,-1.6,-5,6,-17
CCOC(=O)Nc1cccnc1Sc1ccc(Cl)cc1,-2,-3,/,/,-17,-0.7,-0.1,-7,-5,6
Fc1ccc2c(c1)C(c1ccncc1)=NNC(c1cccnc1)=N2,4,2,3,2,-3,-0.7,/,4,-6,-2
CNC(=O)C(=O)Nc1ccc2c(c1)N(S(=O)(=O)c1cccs1)CCC2,3,-1,/,/,4,-1.0,0.3,-1,-2,4
COC(=O)[C@H](CCSC)NC(=O)N1CCN(Cc2ccccc2)CC1,1,-2,25,3,1,i,/,-8,16,4
COc1ccc(CCNC(=O)c2ccc3c(c2)N(Cc2ccc(F)cc2)CCS3)c(OC)c1,-9,-17,11,4,-2,-0.4,-1.3,5,5,7
CCc1ccc(N(C(=O)Cc2cccs2)C(C(=O)NC2CCCCC2)c2cn(C)nc2C)cc1 (stereo not given),2,-9,1,3,-8,-3.5,/,7,-2,-6
CCOC(=O)CCC(=O)O[C@H]1[C@H](O[C@@H]2[C@@H](C)[C@H](O[C@H]3C[C@@](C)(OC)[C@@H](O)[C@H](C)O3)[C@@H](C)C(=O)O[C@H](CC)[C@@](C)(O)[C@H](O)[C@@H](C)C(=O)[C@H](C)C[C@@]2(C)O)O[C@H](C)C[C@@H]1N(C)C,4,-6,20,2,-10,-0.4,-0.2,4,4,4
CN(c1ccccc1)S(=O)(=O)c1cccc(NC(=O)c2cc(=O)c3ccccc3o2)c1,-14,-79,4,-4,-9,-1.0,1.6,-7,-2,-9
CSCCC(NC(=O)c1ccccc1Cl)C(=O)NCCOc1ccccc1 (stereo not given),6,1,/,/,-17,-0.3,-1.0,7,4,2
S=C(NCc1ccc(Cl)cc1Cl)Nc1ccccc1,-6,-13,2,1,-22,-0.2,/,5,6,-10
CCC(=O)N1c2ccc(S(=O)(=O)N3CCN(c4cc(C)ccc4C)CC3)cc2CC1C (stereo not given),12,0,15,2,-4,-1.8,-1.5,2,-2,-6

# Structures from the list above that contain an aryl thioether with sulfur outside any ring:
SMILES,Y pestis TopoI,Rv3671c protease,DUSP3 inh,SARS 3CLpro inh,PriA SSB inh,BH1578 lux ind,TcdB GH inh,CCHFV vOTU inh,PrPC surface inh,MazEF act
Cc1ccc(-c2nc(SCC(=O)NCC3CCCO3)c(-c3ccc(Cl)cc3)[nH]2)cc1 (stereo not given),2,-3,-11,2,4,-0.5,4.0,-9,7,-6
COc1ccc(C(=O)CSc2nnc(C3CCCCC3)n2N)c(OC)c1,7,9,13,0,3,i,/,12,5,4
Cn1c(=O)c2c(nc(SCC(=O)NCc3ccc4c(c3)OCO4)n2Cc2ccccc2)n(C)c1=O,-1,-2,6,2,-3,0.2,/,8,10,-1
COC(=O)CSc1cccc2c1C(=O)CC2c1ccccc1 (stereo not given),9,1,49,0,-13,i,-0.5,9,-5,5
Cc1cc(C)n2nc(SCCCC(=O)c3ccc(F)cc3)nc2n1,1,14,30,-2,3,0.3,-2.0,-6,11,6
Cc1ccc(-n2c(SCC(=O)NCC3CCCO3)nnc2-c2ccoc2C)cc1 (stereo not given),11,11,-5,-2,3,i,/,-3,-6,-2
Cc1ccc(F)cc1NC(=O)CSc1ncccn1,3,-8,30,6,-8,-0.3,-1.0,-7,-20,2
Cc1cc(C)cc(NC(=O)CSc2nc(N)c(NC(=O)c3cccs3)c(=O)[nH]2)c1,2,0,-11,-5,-6,-0.3,-0.1,6,-10,2
COCCn1c(SCC(=O)/C=C2\N(C)c3ccccc3C2(C)C)nnc1-c1ccncc1,6,-16,10,2,-5,i,1.4,25,19,-8
CCc1nnc(NC(=O)CSc2nnc(-c3ccco3)n2CCOC)s1,-11,-2,14,-2,-13,i,-0.3,-6,-2,1
COc1ccc(-n2cnnc2SCCC#N)cc1,18,-6,-29,5,-17,i,/,-12,-2,2
CCOC(=O)Nc1cccnc1Sc1ccc(Cl)cc1,-2,-3,/,/,-17,-0.7,-0.1,-7,-5,6

# Not all compounds are listed; rates above refer to the full screens.
